GCN5L2 inh: inhibitors of human GCN5L2 histone acetyltransferase | Q92830 | GCN5L2 HAT assay, ThioGlo1 CoA-SH fluorescence | Potency, µM (titrated, usually from 58.9 µM), inactives show at the highest dose activity change, negative = inhibition, actives largely listed as inhibitors | actives 0.21% (n = 390,000) | AID 504327
Target sequence (Q92830 whole entry, looked up): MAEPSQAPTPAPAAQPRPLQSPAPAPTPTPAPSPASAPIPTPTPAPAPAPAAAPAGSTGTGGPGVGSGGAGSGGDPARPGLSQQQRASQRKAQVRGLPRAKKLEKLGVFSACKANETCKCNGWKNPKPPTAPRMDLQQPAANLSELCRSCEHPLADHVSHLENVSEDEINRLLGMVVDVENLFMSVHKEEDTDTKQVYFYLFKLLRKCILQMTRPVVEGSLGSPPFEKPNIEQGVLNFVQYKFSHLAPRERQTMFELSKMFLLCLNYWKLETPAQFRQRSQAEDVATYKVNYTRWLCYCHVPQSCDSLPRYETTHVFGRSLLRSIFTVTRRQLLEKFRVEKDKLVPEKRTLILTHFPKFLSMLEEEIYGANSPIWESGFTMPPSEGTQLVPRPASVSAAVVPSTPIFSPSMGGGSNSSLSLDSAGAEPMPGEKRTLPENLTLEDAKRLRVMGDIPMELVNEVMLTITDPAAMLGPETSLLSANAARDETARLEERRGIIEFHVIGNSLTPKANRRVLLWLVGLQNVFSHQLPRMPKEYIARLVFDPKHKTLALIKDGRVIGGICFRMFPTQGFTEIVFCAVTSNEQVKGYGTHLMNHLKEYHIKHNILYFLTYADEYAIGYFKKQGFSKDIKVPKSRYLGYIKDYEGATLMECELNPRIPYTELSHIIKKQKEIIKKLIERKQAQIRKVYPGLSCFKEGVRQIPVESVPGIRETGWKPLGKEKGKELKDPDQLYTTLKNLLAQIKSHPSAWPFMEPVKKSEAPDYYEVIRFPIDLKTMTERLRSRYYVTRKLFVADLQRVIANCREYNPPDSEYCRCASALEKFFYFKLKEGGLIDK
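Free CoA generated was detected with ThioGlo1 (50uM) fluorescence at Ex340nm/Em540nm, read immediately and after 20 min at room temperature. Enzyme, 20 nM in HEPES pH 7.5 buffer, saw compounds 15 min before adding 75uM H3(1-25) peptide and 70uM acetyl-CoA.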
DT40 TDP1 CPT: DT40-hTDP1 cell growth loss with CPT. chicken DT40 Tdp1-/-;hTDP1 cells + 20 nM CPT, ATP luminescence, 48 h. Potency, µM (doses to about 46.2 µM), for the others: top-dose activity change, negative = growth inhibition, hits mostly inhibitors. actives 12% (n = 420,000). AID 686979; further: nearly all actives have a fitted effect of over 55% in size
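Chicken DT40 Tdp1-/- cells stably complemented with human TDP1 were seeded at 400 cells/well in medium containing 20 nM camptothecin, exposed to pin-transferred compounds, and grown at 37 °C for at least 48 hr. Viability was read as ATP luminescence.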
TDP1 cell noCPT: qHTS for Inhibitors of human tyrosyl-DNA phosphodiesterase 1 (TDP1): qHTS in cells in absence of CPT. DT40 Tdp1-/- hTDP1 cells, no CPT, ATP luminescence, 48 h. Potency, µM (titrated, usually from 46.2 µM), without a hit: top-dose activity change, negative = growth inhibition, most hits filed as inhibitors. actives 15% (n = 420,000); further: nearly all actives have a fitted effect of over 55% in size
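Stably hTDP1-transfected Tdp1-null chicken DT40 cells were treated with library compounds minus camptothecin and grown for at least 48 hr at 37 °C, after which cellular ATP was quantified by luminescence.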
Active calls of the source: *; ? = inconclusive; · = no result given. The call rests on the fitted dose curve; in most records, active means well fitted curve in the direction sought with a large enough effect; inconclusive means small, poorly fitted or top-dose-only effect, or another doubt; inactive means no such curve, though single readings can be large; an effect the other way counts as inactive or inconclusive. On the % scale 0 is the no-effect control and ±100 the full control effect; potency means the concentration at half of the fitted maximal effect. Rows were taken by chance. About 18% of those tested had a hit in this group.

SMILES | GCN5L2 inh | DT40 TDP1 CPT | TDP1 cell noCPT
Cc1cc(-c2ccc(C)c(S(=O)(=O)NCCCN3CCCCCC3)c2)on1 | -8% | -24% | -28%
C=C(C)C(=O)N1CC2(CC(c3cccc(NC(=O)/C(C)=C\C)c3)=NO2)C[C@H]1C(N)=O (stereo partly specified) | -4% | ? | 2%
CCc1nc2ccc(C(=O)NCc3ccccc3OC)cn2c1N(C)Cc1ccc(N(C)C)cc1 | · | 21µM* | 21µM*
O=c1[nH]c(SCc2ccc(Cl)cc2)nc2c1CCC2 | -7% | -17% | ?
COc1ccc(C2CC(c3ccc4ccccc4c3OC(C)=O)=NN2C(C)=O)cc1 (stereo unspecified) | -8% | 10µM* | 9.2µM*
CN1CCc2c(sc3c2C(=O)NC(c2ccc(OC(=O)c4ccccc4)cc2)N3)C1 (stereo unspecified) | -13% | ? | ?
Cc1sc(NC(=O)CCCCC(=O)Nc2sc(C)c(C)c2C(=O)O)c(C(=O)O)c1C | · | 0% | -13%
COC(=O)C1=C(C(=O)OC)[C@@H]2Nc3ccccc3[C@@]23C[C@@H](C(=O)OC)N(C(=O)NC2CCCCC2)C3=N1 | · | -27% | -23%
Nc1ccc2c(c1)C(=O)Cc1ccccc1S2 | -1% | 4% | -4%
COc1ccc(C(=O)CCC(=O)N2CCN(c3ccc(N4CCOCC4)nn3)CC2)cc1 | -5% | 3% | -8%
CCCCOc1ccccc1C1C(C(=O)OC)=CN(CC)C=C1C(=O)OC | -3% | ? | ?
O=C(Nc1cccc(C(=O)N2CCCCC2)c1)c1ccccc1Br | -2% | -3% | 9%
O=C(Nc1nnc(-c2ccc3c(c2)OCCO3)o1)C1CCCCC1 | 1% | -28% | ?
CC(C)(Oc1ccc(CCNC(=O)c2ccc(-c3ccc(Cl)cc3)o2)cc1)C(=O)O | -1% | 4% | ?
CCOC(=S)SCC(=O)Nc1ncc(C)s1 | -13% | ? | 23µM*
CCc1nc2c(OCCn3cccc3)cccn2c1N(C)C(=O)c1ccco1 | · | 2% | -3%
CCOC(=O)c1c(C)oc2ncnc(Nc3cccc(C(F)(F)F)c3)c12 | -5% | -1% | 6%
C[C@H](O)CNC(=O)c1[nH]cnc1C(=O)Nc1cccc(Cl)c1 | · | -13% | -26%
CCOC(=O)c1cnc(-n2nc(C)cc2C)nc1NNc1nc(C)cc(C)n1 | 1% | -4% | -23%
COc1ccc(NCc2nnc(SCC(=O)Nc3ccccc3OC)o2)cc1 | -6% | -14% | -19%
CCOc1ccc(OCCC(=O)OC(C)C(=O)Nc2ccc(Cl)cn2)cc1 (stereo unspecified) | -5% | 4% | 5%
O=C(NC1CCCCC1)c1ccc(NS(=O)(=O)c2cccc3cccnc23)cc1 | 9% | ? | -21%
Brc1ccc(-c2noc3c2-c2nc(-c4ccccc4)sc2CC3)cc1 | · | ? | 4%
CCOCCCn1c(NN)nc2ccccc2c1=O | -5% | -29% | -25%
Cc1sc2ncnc(NCCCn3ccnc3)c2c1C | -4% | -4% | -17%
Cc1ccc(C(=O)OC(C)CN2C(C)CCCC2C)cc1 (stereo unspecified) | 0% | 9% | 6%
CN(C(=O)c1ccc2nc(N)sc2c1)c1ccccc1 | -4% | 8% | 8%
CCCS(=O)(=O)c1nc(S(=O)(=O)c2ccc(C)cc2)c(N2CCN(CC)CC2)s1 | -7% | ? | -9%
Cc1ccc(CC(CC(=O)NCCc2ccc3c(c2)OCO3)C(=O)O)cc1 (stereo unspecified) | 2% | -11% | 11%
CCOC(=O)C1=C(C)NC(=O)NC1c1ccoc1 (stereo unspecified) | -4% | -14% | -3%
CCn1c(=O)c2cc(C(=O)NCCN(C)C)sc2c2ccccc21 | -1% | ? | ?
Cc1cc(Br)cn2c(Cc3ccsc3)c(-c3ccco3)nc12 | · | ? | ?
CC(=O)Nc1c(-c2ccccc2)nc2cc(C)ccn12 | -5% | 3% | 2%
COc1cccc(C#Cc2ccc3c(c2)O[C@H](CN(C)S(=O)(=O)c2ccccc2F)[C@H](C)CN([C@H](C)CO)S3(=O)=O)c1 | · | -30% | ?
CCOc1ccc(Cl)cc1C(c1c(C)[nH][nH]c1=O)c1c(C)[nH][nH]c1=O | -4% | 15% | -3%
CN(CC(=O)Nc1ccccc1Cl)C(=O)CSc1ncc(C(F)(F)F)cc1Cl | -2% | -8% | -6%
CCOc1ccc(S(=O)(=O)n2c(C)nc3ccccc32)cc1 | -9% | ? | 21µM*
CS(=O)(=O)N1CCCC(C(=O)Nc2cccc(F)c2)C1 (stereo unspecified) | 0% | 5% | 10%
Cc1nc([N+](=O)[O-])c(C(=O)O)n1C | -8% | -3% | -15%
COc1cccc(Nc2nc(CC(C)=O)ns2)c1 | -14% | 6% | -6%
O=C(O)/C=C/C(=O)Nc1ccc(Oc2ncnc3cc(Cl)ccc23)nc1 | -15% | ? | ?
COc1ccc(C(=S)N2CCCC2)cc1 | -9% | -24% | ?
COc1ccc(/C=N/NC(=O)CSc2ccccc2)cc1OC | -5% | 5% | -3%
CC(C)(C)OC(=O)N1CCC(CNC(=O)Nc2ccccc2)CC1 | -8% | -2% | -16%
Cc1ccc(C2=[N+]([O-])C(C)(C)CC2)cc1 | -7% | 6% | 6%
CCN(C(=O)COC(=O)c1ccc(Cl)c(N)c1)C1CCS(=O)(=O)C1 (stereo unspecified) | 0% | -6% | 0%
COC(=O)C1=CN(c2ccc(OC)cc2OC)C(N)=C(C#N)C1c1ccc(OC)cc1 (stereo unspecified) | · | ? | 21µM*
COc1ccc2sc(-c3ccc(N(C)C)cc3)c(-c3ccc4cc[nH]c4c3)c2c1 | 0% | -26% | -18%
Cc1ccc(O)c(C(=O)CC(=O)c2cccc(F)c2)c1 | -3% | 2.3µM* | 2.6µM*
COc1cc(C=O)cc(OC)c1[N+](=O)[O-] | · | ? | ?

Next records follow:
SMILES | GCN5L2 inh | DT40 TDP1 CPT | TDP1 cell noCPT
COc1ccccc1/C=C/CN1CCCC(CO)(CCc2ccccc2)C1 (stereo unspecified) | -7% | 21µM* | ?
O=C(N/N=C/c1ccc(O)c(O)c1)c1ccc(-n2cnnn2)cc1 | -23% | -15% | -4%
CCc1cc(CNC(=O)CCc2nnc(Cc3cccc(C)c3)o2)on1 | -1% | -21% | 3%
O=C(O)CCC1=C2c3ccccc3CCN2C(=O)CC1 | 2% | 2% | 15%
CCOC(=O)Cc1csc(NC(=O)COC(=O)/C=C/c2ccc(OC)cc2)n1 | -3% | -6% | -11%
COC(=O)c1ccc(Cn2c(C)c(C(=O)NCc3ccc(Cl)c(Cl)c3)sc2=O)o1 | · | ? | 21µM*
Fc1ccc(Sc2ccccc2CNC2=NCCN2)cc1 | -10% | 12µM* | 18µM*
O=C(COc1cccc(F)c1)N1c2ccccc2Sc2ccccc21 | -5% | -18% | -15%
COC(=O)C(CC(C)C)NC(=O)C(N)Cc1ccccc1 (stereo unspecified) | 22% | -19% | 0%
O=c1cc(CN2CCOCC2)c2cc(Cl)ccc2o1 | 0% | 9% | 13%
CCO[C@@H]1OC(C(=O)N2CCN(C)CC2)=C[C@H](c2coc3ccccc3c2=O)[C@H]1CCCO | -3% | 2% | -11%
Cc1ccc(NC(=O)[C@@H]2CCCN2S(=O)(=O)c2ccccc2C(F)(F)F)cc1S(=O)(=O)N1CCOCC1 | -10% | ? | -21%
O=C1OC[C@H]2CCCN2C(=O)[C@@H](CC(=O)N(CCO)Cc2ccccc2)C/C=C\C[C@@H]1Cc1ccc(F)cc1 | -3% | 7.3µM* | 18µM*
COc1ccc(NC(=S)NC(NC(=O)c2ccccc2Cl)C(Cl)(Cl)Cl)c([N+](=O)[O-])c1 (stereo unspecified) | -6% | ? | ?
NC(=O)c1cc(S(=O)(=O)N2CCCC2)ccc1OCCOc1ccccc1F | 1% | -4% | -3%
O=C(Nc1cccc(S(=O)(=O)N2CCCCCC2)c1)c1ccc(=O)[nH]c1 | -1% | ? | 18µM*
Cc1ccc(NC(=O)NC2CCN(CC(=O)Nc3nccs3)CC2)cc1 | -4% | -25% | -25%
O=C(c1ccco1)N1CCCN(Cc2cn[nH]c2-c2ccc(-c3ccccc3)cc2)CC1 | 0% | -6% | ?
Cc1cccc(N/C(N)=N/c2nc(C)cc(C)n2)c1 | -11% | ? | 16µM*
CNS(=O)(=O)c1cccc(C(=O)OCC(=O)c2ccc[nH]2)c1 | -26% | -1% | 7%
Cc1ccc([C@@H]2[C@@H]3C(=O)N(C)C(=O)[C@@H]3[C@]3(Cc4ccccc4)C(=O)N(Cc4ccccc4)CC(=O)N23)o1 | -3% | -27% | -6%
CN1CCC(OC(=O)COc2ccccc2)CC1 | -1% | -15% | -10%
CN(C(=O)CS(=O)(=O)c1cn(CC(=O)N2CCCC2)c2ccccc12)c1ccccc1 | · | -12% | 18%
CCCNC(=O)Nc1nccs1 | 2% | 0% | -5%
CCOC(=O)NC(Nc1cc(C)ccn1)(C(F)(F)F)C(F)(F)F | -1% | 2% | 6%
COc1ccc(NC(=O)c2cccc(OC(F)F)c2)cc1Cl | -3% | -3% | -25%
Cc1ccc2c(c1)c1c(c(=O)n(-c3ccccc3C)c(=O)n1CC(=O)NCc1ccccc1)n2C | 1% | ? | 18µM*
COc1ccc(-n2c(C)cc(C(=O)CCl)c2C)cc1 | -4% | 1.5µM* | 1.8µM*
c1ccc(N2CCOCCOCCOCCOCCOCC2)cc1 | 11% | -2% | -16%
CCCCNC(=O)COC(=O)c1ccc(Cl)c(S(=O)(=O)N2CCCC2)c1 | -14% | -2% | -1%
Cc1ccccc1OCC(=O)N/N=C/c1cccc2cccnc12 | -9% | ? | 21µM*
Cn1c(SCC(=O)NCC2CCCO2)nc2c([nH]c3ccccc32)c1=O (stereo unspecified) | -9% | 0% | -9%
COc1ccc(N2CCN(CCNC(=O)Nc3cccc(C)c3C)CC2)cc1 | -2% | -3% | -25%
CCOc1ccccc1NC(=O)c1cc(=O)[nH]c2ccc(S(=O)(=O)N3CCOCC3)cc12 | 1% | -7% | -8%
COc1ccc(C(=O)NCC2(c3ccccc3)CCOCC2)cc1 | -3% | -9% | -16%
Cn1c(SCC(=O)Nc2cccnc2Cl)nnc1-c1ccco1 | 1% | -1% | -17%
OCc1ccc(-c2ccccc2)c(-c2ccccc2)c1 | · | ? | ?
Cc1ccc(S(=O)(=O)Nc2ccncc2)c(C)c1 | -2% | 0% | 3%
COCc1c(C(=O)N2CCN(Cc3nc4ccccc4s3)CC2)oc2ccccc12 | -4% | ? | ?
COc1cc(-c2noc(CN3CCN(c4ccccc4)CC3)n2)cc(OC)c1OC | -7% | ? | 21µM*
Cc1ccc(SCc2nc(-c3ccc(C(=O)NCc4ccccc4Cl)cc3)oc2C)cc1 | -5% | 8.2µM* | 9.2µM*
O=C(NCCc1ccc(Cl)cc1)C1CCN(c2ncccn2)CC1 | -3% | 7% | -14%

Bioassay records from PubChem BioAssay.
